# TTR transcr act: activators of transthyretin transcription. 92,000 tested, 1.3% active. SH-SY5Y TTR promoter Gaussia luciferase, luminescence; 100% = recombinant luciferase protein wells. activation, % at 16.7 µM;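 active = activation above the mean of all tested compounds plus 3 SD, cut at about 9.5% in these data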;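 also: cells exposed to compounds for one day before reading; 0% = median of all test compound wells on the plate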
# * hit, by the source's call.
TTR transcr act	Structure
0.8	CSc1ccc(OC2(C)CCN(Cc3cc4ccccc4o3)C2)cc1 (stereo not given)
-0.6	CC(C)(C)OC(=O)N(CCc1ccccc1)Cc1ccccc1OCc1cccc(NC(=O)C2CCCC2)c1
-0.5	O=S1(=O)CCN2C(c3ccc4c(c3)CCCC4)=CSC2=N1
-2.2	COCCNS(=O)(=O)c1ccc(-c2ccc(S(=O)(=O)NCCOC)cc2)cc1
-2.1	Cc1[nH]nc2c1C(c1ccc(Cl)cc1)C(C#N)=C(N)O2 (stereo not given)
-2.1	COCCSc1nc2c(c(=O)[nH]c(=O)n2C)n1Cc1cccc(C)c1
-2.0	Cc1ccc(C(=O)OCC(=O)Nc2cc(F)ccc2F)cc1NC(=O)c1ccco1
-1.0	Cc1cccc2sc(N(CCN(C)C)C(=O)c3ccc4ccccc4c3)nc12
2.0	CCO[C@@H]1OC(C(=O)NCc2ccccc2)=C[C@H](C(C)(C)C)[C@H]1CCCO
-0.3	Cc1ccc(S(=O)(=O)Nc2cc(C(F)(F)F)ccc2N2CCOCC2)c(C)c1
3.1	CC(C)Cc1nc(C(N)=O)c2[nH]c(=O)n(-c3ccc(F)cc3)c2n1
0.7	CC1(c2nc3ccccc3cc2C#N)OCCO1
2.8	COc1ccc(CCNC(=O)CSc2nc3[nH]ncc3c(=O)[nH]2)cc1OC
-1.5	Cc1nccn1CC(=O)N/N=C/c1cc(Br)cs1
1.5	O=c1c(F)cn(C2CCCO2)c(=O)n1Cc1c(Cl)cccc1Cl (stereo not given)
0.9	CCOC(=O)Cc1csc(NC(=O)C(C)c2ccc([N+](=O)[O-])cc2)n1 (stereo not given)
-1.3	O=C(Nc1cccc(F)c1)NC1CCCCC1
0.5	C[n+]1cccc(/C=N/Nc2nc(Cl)c(C#N)c(Cl)c2Cl)c1
-0.2	Cc1cc(N/N=C/c2ccc(O)cc2O)c2ccccc2n1
0.6	Cc1ccc(NC(=O)COC(=O)Cn2c(C)csc2=O)c([N+](=O)[O-])c1
1.3	CC1CCN(S(=O)(=O)c2cccc(C(=O)Oc3ccc([N+](=O)[O-])cc3)c2)CC1
-0.6	CCCCN1C(=O)NC(NS(=O)(=O)c2ccc(N)cc2)(C(F)(F)F)C1=O (stereo not given)
0.0	Cc1c(/C=N/O)sc2ccccc12
-1.6	Cc1nn(Cc2nnc(SCC(=O)Nc3cccc(C(F)(F)F)c3)n2C)c(C)c1[N+](=O)[O-]
0.3	COc1cccc2cccc(/C=N/n3cnnc3)c12
-0.7	COCCn1c(-c2ccccc2Cl)nc2c(c(=O)c3ccccc3n2C)c1=O
-4.8	COc1cc2c3nnc(-c4ccc(F)cc4)c-3cn(Cc3ccccc3F)c2cc1OC
0.3	COC(=O)C1=C(C)Nc2ncnn2C1c1ccccn1 (stereo not given)
-1.2	Cc1c(Cl)cccc1NC(=O)CC1NCCNC1=O (stereo not given)
-0.5	CC1CCN(CCOc2ccccc2-c2ccccc2)CC1
-1.1	CCOC(=O)C1=CN(Cc2cccc(F)c2)S(=O)(=O)N(CC)C1c1ccccc1 (stereo not given)
4.8	COc1cccc(OC)c1C(=O)NCCSC1CCCCC1
-1.5	COc1cc2c(cc1OC)-c1cc3ccc4c(c3c[n+]1CC2)OCO4
-1.3	CCc1nc(N2CCC3(CC2)OCCO3)c2nnn(Cc3ccccc3Cl)c2n1
1.1	CCS(=O)(=O)N1CCC(C(=O)Nc2cc([N+](=O)[O-])ccc2C)CC1
0.8	O=C(c1cccs1)N1CCC(C(=O)N2CCN(Cc3ccc4c(c3)OCO4)CC2)CC1
-1.5	FC(F)Oc1ccc(NC(=S)NC2CCCCCCC2)cc1
-1.5	CC1CCC2(CC1)NC(=O)N(CC(=O)Nc1ccc(N3CCOCC3)cc1)C2=O (stereo not given)
8.8	O=C1CC(C(=O)Nc2cccc3ccccc23)C2(CCCC2)O1 (stereo not given)
-0.3	O=C1/C(=C\c2c(NCCOCCO)nc3ccccn3c2=O)SC(=S)N1Cc1ccco1
-0.3	CCOC(=O)c1[nH]c2ccccc2c1NC(=S)Nc1cc(C)ccc1C
2.5	O=c1c2[nH]cnc2n(-c2ccc(F)cc2)c(=O)n1Cc1ccccc1
0.6	Cc1cc(Cl)ccc1OCC(=O)N1CCN(c2ncccn2)CC1
3.0	COc1cc(CC(=O)O)ccc1OCc1ccccc1
-0.3	CCOC(=O)c1c(C)[nH]c(C)c1C(=O)COC(=O)c1ccc(S(=O)(=O)N(CC)CC)cc1
3.0	O=C1CCC(=O)N1c1ccc(S(=O)(=O)N2CCCC2)cc1
0.1	Cc1cc([N+](=O)[O-])ccc1NC(=O)Nc1ccc(F)cc1F
0.7	COc1cc(/C=C/C(=O)N(C)c2ccccc2C(=O)O)cc(OC)c1OC
1.1	COc1ccccc1NC(=O)NNC(=O)C(C)Oc1ccc2ccccc2c1 (stereo not given)
-1.0	C=CCNC(=O)NC(=S)c1ccccc1
0.7	CCOC(=O)c1c(N)nn(C(=O)c2ccccc2)c1-c1ccccc1
2.0	C=COCCNC(=O)Nc1ccc(Cl)c(Cl)c1
-1.4	Cc1cc(=O)[nH]c(N/N=C/c2ccc(O)c(O)c2)n1
-2.1	Cc1cc(C)n(CC(=O)N/N=C/c2c[nH]c3ccccc23)n1
-1.1	COC(=O)c1cn[nH]c1NC(=S)Nc1ccc(Cl)c(Cl)c1
-0.8	O=S(=O)(Cc1ccc(Cl)cc1)N1CCN(Cc2ccc3c(c2)OCO3)CC1
3.6	C[C@@H]1CN([C@@H](C)CO)C(=O)c2cc(NC(=O)Nc3ccc4c(c3)OCO4)ccc2O[C@H]1CN(C)S(=O)(=O)c1cn(C)cn1
2.6	Cc1ccccc1Oc1ccc2c(c1)[C@@H]1C[C@H](N(C)C(=O)NC3CCCCC3)[C@H]([C@H](C)O)C(=O)N1CC2
-1.4	CC(C)OC(=O)c1cccnc1N1CCN(c2cccc(Cl)c2)CC1
0.4	CSCCC1NC(=O)N(CC(=O)Nc2ccc(Cl)c(S(=O)(=O)N3CCOCC3)c2)C1=O (stereo not given)

# An excerpt from above in order of their number in TTR transcr act, largest number first.
TTR transcr act	Structure
3.6	C[C@@H]1CN([C@@H](C)CO)C(=O)c2cc(NC(=O)Nc3ccc4c(c3)OCO4)ccc2O[C@H]1CN(C)S(=O)(=O)c1cn(C)cn1
-1.5	FC(F)Oc1ccc(NC(=S)NC2CCCCCCC2)cc1
-4.8	COc1cc2c3nnc(-c4ccc(F)cc4)c-3cn(Cc3ccccc3F)c2cc1OC

# The main list resumes, repeating the 5 entries before the break.
TTR transcr act	Structure
-0.8	O=S(=O)(Cc1ccc(Cl)cc1)N1CCN(Cc2ccc3c(c2)OCO3)CC1
3.6	C[C@@H]1CN([C@@H](C)CO)C(=O)c2cc(NC(=O)Nc3ccc4c(c3)OCO4)ccc2O[C@H]1CN(C)S(=O)(=O)c1cn(C)cn1
2.6	Cc1ccccc1Oc1ccc2c(c1)[C@@H]1C[C@H](N(C)C(=O)NC3CCCCC3)[C@H]([C@H](C)O)C(=O)N1CC2
-1.4	CC(C)OC(=O)c1cccnc1N1CCN(c2cccc(Cl)c2)CC1
0.4	CSCCC1NC(=O)N(CC(=O)Nc2ccc(Cl)c(S(=O)(=O)N3CCOCC3)c2)C1=O (stereo not given)
3.1	CCN(Cc1ccccc1)C(=O)CSc1nncn1C
2.1	NS(=O)(=O)c1ccc(CCNC(=O)CN2CCN(c3ccccc3O)CC2)cc1
4.2	CC1(C)CC(=O)C2=C(C1)OC(N)=C(C#N)C21C(=O)N(Cc2ccccc2Cl)c2ccccc21 (stereo not given)
0.1	Cc1cc(C)nc(-n2nc(C)cc2NC(=O)c2cc3ccccc3oc2=O)n1
2.5	COc1cccc(C(=O)NC2(C(F)(F)F)N=C3SCCN3C2=O)c1 (stereo not given)
0.9	CCOC(=O)C1=CN(C(C)C)CCC1=O
0.7	COc1ccc(CN2CCCC(C(=O)N3CCc4ccccc4C3)C2)cc1OC (stereo not given)
0.5	CCOC(=O)c1sc2nc(C)nc(NCc3cccnc3)c2c1C
-0.8	CC1=NN(c2ccc([N+](=O)[O-])cc2)C(=O)/C1=C\N(C)C
4.8	CCC(=O)N/C(=N/c1nc(C)cc(C)n1)Nc1ccc(OC)cc1
0.2	COc1ccc(NC(=O)N(C)[C@H]2C[C@H]3c4[nH]c5ccc(-c6ccc7c(c6)OCO7)cc5c4CCN3C[C@H]2[C@H](C)O)cc1
-2.3	Cc1cc(=O)oc(C)c1C(=O)NCCc1ccc(F)cc1
1.5	Cc1ccc([N+](=O)[O-])cc1NC(=O)Nc1ccc(S(N)(=O)=O)cc1
-1.7	CC(C)C1C(=O)N(Cc2cn(CCC3OCCO3)nn2)CCS(=O)(=O)N1Cc1ccc(-c2ccccc2)cc1 (stereo not given)
1.7	O=C(Cc1cccc2ccccc12)NNC(=O)Nc1cccc(Cl)c1
-2.4	O=C(CN(Cc1ccccc1)C(=O)CCC(=O)Nc1ccccn1)NCc1ccco1
-0.8	CSc1ccccc1OCc1cc(C(=O)NCc2cccc(C)n2)no1
-0.6	Cn1ccnc1SCCNC(=O)C1CCC(=O)N(Cc2ccc(Cl)cc2)C1 (stereo not given)
0.7	C/C(CC(=O)Nc1ccc(Cl)cc1Cl)=N\NC(=O)c1ccncc1
4.2	Cc1ccccc1C(=O)OCC(=O)N(C)c1c(N)n(Cc2ccccc2)c(=O)[nH]c1=O
-1.0	O=c1[nH]c(-c2ccccc2)nc(CN2CCCCC2)c1O
4.8	O=C(CSCc1c(F)cccc1F)Nc1ccccc1
0.6	CC1CCC2(CC1)NC(=O)N(CC(=O)NC(=O)Nc1ccc3c(c1)OCCO3)C2=O (stereo not given)
2.2	O=C(COC(=O)c1cc2ccccc2o1)c1ccccc1

# Next part, starting with the last 4 of the part before.
TTR transcr act	Structure
-1.0	O=c1[nH]c(-c2ccccc2)nc(CN2CCCCC2)c1O
4.8	O=C(CSCc1c(F)cccc1F)Nc1ccccc1
0.6	CC1CCC2(CC1)NC(=O)N(CC(=O)NC(=O)Nc1ccc3c(c1)OCCO3)C2=O (stereo not given)
2.2	O=C(COC(=O)c1cc2ccccc2o1)c1ccccc1
-1.9	COc1ccc(OC)c(S(=O)(=O)Nc2cc3c(cc2N2CCCC2)n(C)c(=O)c(=O)n3C)c1
-0.9	CCS(=O)(=O)Nc1ccc2c(c1)C(=O)N(C)[C@@H]1CC[C@H](CC(=O)NCCCN3CCOCC3)O[C@H]1CO2
-0.4	COCCNC(=O)c1ccc(NC(=O)C2(c3ccccc3)CCCC2)cc1
0.4	CSCCC1NC(=O)C(C(C)=NNC(N)=O)=C1O (stereo not given)
4.2	CCc1nnc(NC(=O)COC(=O)c2cc(OC)cc(OC)c2)s1
1.8	Cc1ccc2cc(NC(=O)C3(C)CCN3CC(C)C)ccc2n1 (stereo not given)
7.5	CCOc1ncccc1C(=O)Nc1ccc(S(=O)(=O)Nc2nc(C)cc(C)n2)cc1
-3.9	COc1ccc(S(=O)(=O)NC(CC(=O)NCc2ccccc2OC)c2ccco2)cc1 (stereo not given)
-5.2	COc1ccc(C2=CCC3CCCCN3C2)cc1OC (stereo not given)
-1.5	COc1cccc(CC2CC(=O)N(c3ccc4c(C)cc(=O)oc4c3)C2=O)c1 (stereo not given)
-2.2	O=C(Nc1ccc(Cl)cc1)Nc1nnc(Cc2ccc([N+](=O)[O-])cc2)s1
-0.6	Cc1ccc(C(=O)Nc2cccc3cccnc23)cc1Br
-0.9	COc1ccc(C(C(=O)NCc2ccccc2)N(Cc2cccnc2)C(=O)c2snc(C(N)=O)c2N)cc1OC (stereo not given)
1.8	Cc1cccc(NC(=O)CSc2nc3[nH]ncc3c(=O)[nH]2)c1C
-0.6	CN(C)/C=C1\C(=O)NN=C1c1ccccc1
4.3	CNC(=O)c1ccc(OCc2ccccc2)c(OC)c1
-2.4	CCOc1ccc(NC(=S)NNC(=S)Nc2cccc(C(F)(F)F)c2)cc1
-0.2	CCOC(=O)C1(CCc2ccccc2)CCN(C(=O)CCc2cnn(C)c2)CC1
-4.1	CCOC(=O)c1ccccc1OC(=O)Oc1ccccc1C(=O)OCC
0.8	Cc1cccc(N/N=C/c2ccc(O)c(O)c2O)c1
-4.0	O=C(c1ccccc1)N1CCN(C(=O)c2cc3ccccc3o2)CC1
-1.6	CCc1ccc2[nH]c(=O)c(CN(Cc3nnnn3C3CCCC3)C3CCCCC3)cc2c1
7.4	NC(=O)C1CCN(c2oc(-c3ccc(F)cc3)nc2S(=O)(=O)c2ccccc2)CC1
-1.9	COc1ccccc1N(CC(O)Cn1ccnc1C)S(=O)(=O)c1ccc(C)cc1 (stereo not given)
2.8	Brc1ccc(-c2nnc3n2CCCCC3)cc1
2.5	CCOC(=O)c1ccc(NC(=O)NCCN2CCCCC2)cc1
1.3	CCN=c1scc(C)n1/N=C/c1cc(Br)c(O)c(Br)c1
-0.9	CCN1CCCn2c1nc1c2c(=O)n(C)c(=O)n1C
-2.3	Cc1ccc(O)c(NC(=O)CSc2n[nH]c(-c3ccccc3)n2)c1
12*	CCOc1ccccc1NC(=O)c1cc(Cl)ccc1NC(=O)c1ccco1
1.4	Cc1cc(C)cc(C(=O)NC(CC(N)=O)c2ccc(N3CCN(C)CC3)c([N+](=O)[O-])c2)c1 (stereo not given)
-1.3	COC(=O)c1c(NC(NC(=O)CC(C)C)C(Cl)(Cl)Cl)sc2c1CCC2 (stereo not given)
-0.3	COC(=O)CCCNC(=O)c1ccccn1
1.6	O=C(CCC1CCCCC1)Nc1c2c(nn1-c1ccc(F)cc1)CS(=O)(=O)C2
-2.7	O=C1Nc2ccc(Br)cc2C1=Nc1cccnc1
8.7	Cc1ccc(C(c2nnnn2CS(=O)(=O)c2ccc(C)cc2)N2CCN(c3ncccn3)CC2)cc1 (stereo not given)
-1.2	COc1ccc(S(=O)(=O)N2CCN(C(=O)c3c(C)nn(-c4ccccc4)c3C)CC2)cc1
1.8	COC(=O)Nc1ccc(S(=O)(=O)N2CCCCCC2)cc1
2.2	Cc1cc(OCCCC(=O)NCCc2nnc3ccccn23)ccc1Cl
-1.3	Clc1cccc(Cl)c1/C=N/Nc1c(Cl)cncc1Cl
-0.1	CCC(=O)N[C@H]1CC[C@@H](CCn2cc(C3CC3)nn2)O[C@@H]1CO
-1.7	Cc1ccc(Nc2nc(-c3c(C)nc4ncccn34)cs2)cc1
0.7	CC(C)=N/N=C1/NC(=O)C(CC(=O)Nc2cc(Cl)ccc2C)S1 (stereo not given)

# Not all compounds are listed; count on the stated rates, not on these rows.
